Screening results deposited in PubChem by National Center for Advancing Translational Sciences (NCATS).
PI5P4Ka inh = PI5P4K alpha (human) kinase inhibition; P48426; PI5P4Kalpha enzyme, ADP-Glo luminescence, 60 min; active compounds read low; 330,000 tested, 1.2% active; max response, %; active = max response of -50% or lower; inconclusive = between -30% and -50%; inactive = -30% or higher; note: value at the top dose of about 77 µM; % is set by controls: 0 for no effect and ±100 for the full control effect
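Reactions run in 0.038 M HEPES pH 7.4, 0.28 mM EGTA, 0.1% CHAPS and 5% DMSO, with PI5P4Kalpha, substrate, compound and 5 microM ATP final, one hour at room temperature. Readout is ADP-Glo luminescence.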
WRN helicase inh = WRN helicase (human) inhibition; Q14191; WRN helicase unwinding, fluorescent forked duplex, kinetic; Potency, µM (doses to about 114 µM), for the others: at the highest dose activity change, negative = inhibition, hits mostly inhibitors; 360,000 tested, 0.46% active; AID 651768; note: potency is the fitted concentration of half-maximal effect; % is set by controls: 0 for no effect and ±100 for the full control effect; nearly all actives have a fitted effect of over 55% in size
Target sequence (Q14191 whole entry, looked up): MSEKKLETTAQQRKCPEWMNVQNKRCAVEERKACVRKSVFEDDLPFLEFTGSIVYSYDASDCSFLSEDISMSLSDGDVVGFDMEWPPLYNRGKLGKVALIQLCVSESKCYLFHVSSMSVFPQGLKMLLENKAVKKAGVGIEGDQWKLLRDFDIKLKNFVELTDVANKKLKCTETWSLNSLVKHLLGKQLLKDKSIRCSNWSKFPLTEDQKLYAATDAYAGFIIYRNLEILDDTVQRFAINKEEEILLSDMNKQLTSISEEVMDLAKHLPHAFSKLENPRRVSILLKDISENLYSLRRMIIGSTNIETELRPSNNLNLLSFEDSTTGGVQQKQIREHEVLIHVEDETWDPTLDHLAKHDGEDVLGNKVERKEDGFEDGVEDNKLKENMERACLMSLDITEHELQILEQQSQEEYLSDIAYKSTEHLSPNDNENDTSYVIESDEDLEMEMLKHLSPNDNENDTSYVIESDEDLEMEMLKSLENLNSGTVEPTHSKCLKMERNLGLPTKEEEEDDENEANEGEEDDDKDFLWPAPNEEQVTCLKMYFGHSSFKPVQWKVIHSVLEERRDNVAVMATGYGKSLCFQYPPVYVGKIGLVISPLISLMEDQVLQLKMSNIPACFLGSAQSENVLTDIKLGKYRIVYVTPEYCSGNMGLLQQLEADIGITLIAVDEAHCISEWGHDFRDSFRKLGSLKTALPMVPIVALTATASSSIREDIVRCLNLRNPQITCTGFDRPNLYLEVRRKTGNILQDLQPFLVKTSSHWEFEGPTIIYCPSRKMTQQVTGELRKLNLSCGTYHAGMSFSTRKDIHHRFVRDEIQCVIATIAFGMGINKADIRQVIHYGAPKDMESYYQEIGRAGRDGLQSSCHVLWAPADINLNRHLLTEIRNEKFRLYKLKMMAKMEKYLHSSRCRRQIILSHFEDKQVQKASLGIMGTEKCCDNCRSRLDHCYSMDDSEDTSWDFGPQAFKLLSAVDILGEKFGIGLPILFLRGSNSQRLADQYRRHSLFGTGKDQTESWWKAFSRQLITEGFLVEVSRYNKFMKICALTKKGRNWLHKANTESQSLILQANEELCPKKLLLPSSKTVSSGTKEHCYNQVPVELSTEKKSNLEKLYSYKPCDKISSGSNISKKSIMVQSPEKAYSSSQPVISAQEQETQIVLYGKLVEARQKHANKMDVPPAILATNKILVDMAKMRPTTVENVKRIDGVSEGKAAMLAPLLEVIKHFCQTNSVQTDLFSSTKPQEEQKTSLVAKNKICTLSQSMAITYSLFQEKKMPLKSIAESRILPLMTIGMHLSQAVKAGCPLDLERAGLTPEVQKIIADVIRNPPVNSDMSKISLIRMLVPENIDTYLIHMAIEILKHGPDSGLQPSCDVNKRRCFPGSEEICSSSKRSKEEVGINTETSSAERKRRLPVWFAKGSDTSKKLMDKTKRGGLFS
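Enzyme (20 nM final) and test compound sit together 15 min at room temperature before substrate addition. Substrate is a single-forked duplex oligonucleotide (100 nM) labelled with fluorophore and quencher, with 2 mM ATP; helicase unwinding raises red fluorescence, read kinetically.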
IL-2 act = IL-2 activation; IL-2 activation reporter assay, cell-based qHTS; stimulated with anti-CD3/CD4/CD28 beads; in transgenic mouse T cells; 360,000 tested, 0.065% active; activation, % (series mostly up to about 46 µM); in the data active = activation above about 50%; inconclusive = mostly about 30% to 49%; note: 0% is about no effect
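First, unstimulated transgenic mouse T cells were exposed to compound for 60 min. Next, anti-CD3/anti-CD4-coated beads with anti-CD28 were added. Finally, after 18 h at 37 degrees C, EGFP and DsRed were imaged.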
EPAC1 agonist = agonists of human EPAC1; Potency, µM (titrated, usually from 154 µM), for inactives: at the top dose activation, most hits filed as activators; AID 720707; 360,000 tested, 0.073% active; O95398; EPAC1 agonist qHTS, biochemical assay; response scale: 100% = response to 6.5 mM cAMP; note: potency is the fitted concentration of half-maximal effect; nearly all actives have a fitted effect of over 60% in size
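Nucleotide exchange by EPAC1 (100 nM) on Rap1B–BODIPY-GDP (250 nM) in the presence of 50 uM GDP is tracked fluorescently at 480/540 nm over 30 min. Signals are normalized to a 6.5 mM cAMP control.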
PLK1 PBD block = PLK1 (human) polo-box domain binding inhibition; P53350; Plk1 PBD binding of FITC phosphopeptide, fluorescence polarization; Potency, µM, without a hit: max response, negative = inhibition, usual class: inhibitors; 360,000 tested, 2.8% active; AID 720504; note: potency is the fitted concentration of half-maximal effect; series mostly up to about 57 µM; % is set by controls: 0 for no effect and ±100 for the full control effect; nearly all actives have a fitted effect of over 65% in size
Abeta yeast res = A-beta toxicity reversal in yeast | yeast expressing A-beta42, growth rescue, OD600, 48 h; response scale: 0% DMSO, 100% iron-clioquinol control | Potency, µM (doses to about 46.1 µM), for inactives: top-dose growth rescue, usual class: activators | 410,000 tested, 0.063% active | AID 1347071; note: potency is the fitted concentration of half-maximal effect; nearly all actives have a fitted effect of over 55% in size
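Growth rescue measured by 600 nm absorbance after 48 h yeast culture at 30 C with compound. Values normalized between DMSO and an equimolar ferric chloride plus clioquinol control.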
EPAC1 antagonist = EPAC1 (human) antagonism; Potency, µM (top dose mostly 115 µM), inactives show top-dose activity change, negative = inhibition, actives largely listed as inhibitors; O95398; 360,000 tested, 0.14% active; AID 720709; EPAC1 GEF assay, Rap1b-BODIPY-GDP exchange fluorescence;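 note: potency is the fitted concentration of half-maximal effect; plate controls were vehicle for no effect and positive control for full effect; nearly all actives have a fitted effect of over 50% in size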
FUS yeast rescue = suppressors of FUS proteinopathy in yeast | S. cerevisiae FUS-expressing, growth rescue, OD600, 24 h | Potency, µM (titrated, usually from 76.6 µM), for inactives: top-dose growth rescue (activation), actives largely listed as activators | 390,000 tested, 0.24% active;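 note: potency is the fitted concentration of half-maximal effect; plate controls were DMSO vehicle for no effect and reference control for full effect; nearly all actives have a fitted effect of over 55% in size; some results filed as inactive show a strong effect at the top dose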
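Yeast expressing FUS under galactose induction, OD 0.005 in 2% galactose medium; compounds in a dilution series, 24 h at 30C. Growth rescue by absorbance at 600 nm; CP55940 positive control, DMSO negative.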
An asterisk follows results filed as active; ? = inconclusive; nt = not tested or not shown; [ ] = remark or other dose. Unless noted, calls come from the whole dose curve; as a rule, active = well fitted curve in the direction sought with a large enough effect; inconclusive = small, poorly fitted or top-dose-only effect, or another doubt; inactive = no such curve, though single readings can be large; an effect the other way counts as inactive or inconclusive. Compounds were not picked by outcome; about 4.1% have a hit in one of these screens.

SMILES	PI5P4Ka inh	WRN helicase inh	IL-2 act	EPAC1 agonist	PLK1 PBD block	Abeta yeast res	EPAC1 antagonist	FUS yeast rescue
COc1ccccc1C(=O)Nc1ccc(Oc2ncnc3sc(-c4ccccc4)cc23)cc1	nt	-6%	-1.5	12%	-2%	2%	-13%	11%
O=C(Nc1nc(-c2ccccc2)cs1)NC1CCCCC1	nt	-1%	2.7	16%	-2%	11%	3%	26%
CC(C)(C)c1ccc(-n2ncc3c2CCCC3NC(=O)CN2CCCC2=O)cc1 (stereo not drawn)	-3	-5%	-0.2	-21%	0%	-9%	2%	20%
O=C(c1ccccn1)N1CCCC(N2CCN(c3ccccc3)CC2)C1 (stereo not drawn)	7	-1%	-3.1	7%	-3%	-8%	0%	-5%
COc1cc(N2C(=O)c3ccccc3C2=O)c(Cl)cc1C(=O)OCC(=O)N1CCOCC1	6	4%	0.5	-2%	-5%	-9%	-19%	14%
Cc1ccccc1C(=O)NC(=S)NCC(=O)c1ccccc1	0	-3%	-1.2	-4%	-2%	5%	-9%	24%
COc1ccc(S(=O)(=O)N(C)c2ccc(C(=O)Nc3c(C)n(C)n(-c4ccccc4)c3=O)cc2)cc1	6	-28%	-1.0	-4%	-7%	4%	0%	24%
COc1cc(NC(C)C(=O)N2CC(C)OC(C)C2)cc(OC)c1 (stereo not drawn)	-7	-11%	-0.4	3%	5%	-10%	10%	?
CN(C)c1cccc(C(=O)N/C=C/n2cnc3cc(C(F)(F)F)ccc32)c1	4	0%	0.7	-8%	5%	-5%	-16%	11%
CC(=O)c1ccc(NC2OC(C)C(O)C(O)C2O)cc1 (stereo not drawn)	7	1%	0.6	0%	?	13%	0%	6%
CN(C)/N=C/c1ccc(/C=N/NC(N)=S)o1	5	0%[57.1 µM]	0.2	-5%	-2%	0%	-12%	19%
COc1ccc2sc(-c3ccc(S(C)(=O)=O)cc3)c(-c3ccc(SC)cc3)c2c1	-3	-2%	3.5	0%	-10%	7%	11%	23%
CCCn1c(=O)c(C(=O)NNS(=O)(=O)c2ccc(Cl)cc2)c(O)c2ccccc21	-2	-5%	-4.3	11%	?	-14%	-29%	nt
COc1ccc(CCN(CC(=O)NC2CCCC2)C(=O)CCC(=O)Nc2cc(C)on2)cc1OC	-2	1%	-1.2	-7%	-1%	-7%	5%	13%
O=C(N/N=C/c1ccccn1)c1cccc(S(=O)(=O)Nc2ccccc2Cl)c1	-9	-25%	-3.7	-3%	-11%	-8%	-7%	12%
CSc1ccccc1OCc1cc(C(=O)NCC(C)Oc2cccnc2)no1 (stereo not drawn)	-11	0%	-3.9	5%	3%	10%	4%	14%
CCCC(C)C1c2c(c(C)c(C)oc2=O)Oc2c(C)c(C)oc(=O)c21 (stereo not drawn)	10	-4%	1.5	7%	-7%	8%	-13%	7%
CCCCn1c2ccccc2c2cc(CC(N)=O)ccc21	13	2%	-2.9	4%	-4%	4%	2%	-3%
CCOC(=O)c1sc(NC(=O)Nc2ccc(F)cc2)nc1C	-1	-7%	0.7	-9%	2%	-4%	-10%	19%
CC12CCC(O)CC1=CCC1C2CCC2(C)C1CCC21CCC(=O)O1 (stereo not drawn)	0	-6%	-2.6	5%	0%	-22%	-17%	nt
C#Cc1ccc(CN2CCN(Cc3ccsc3)C(CCO)C2)cc1 (stereo not drawn)	2	2%	-2.6	-10%	-11%	11%	13%	4%
COc1ccccc1CCC(=O)N(C)CC(=O)Nc1ccc(F)cc1	-3	2%	0.6	-1%	-4%	10%	-3%	4%
Cc1ccc(N(CC(=O)NC2CCCC2)C(=O)CCC(=O)Nc2nccs2)cc1C	-8	-2%	1.6	1%	7%	0%	-9%	-15%
CN(Cc1ccsc1)C(=O)CCc1nnc(CCCc2ccccc2)o1	1	-11%	0.2	-4%	0%	6%	-3%	13%
CCC/C(C#Cc1ccc(N(C)C)cc1)=C1/c2ccccc2C(=O)N1c1ccccc1	18	6%	2.1	19%	-10%	8%	26%	24%

Other entries.
SMILES	PI5P4Ka inh	WRN helicase inh	IL-2 act	EPAC1 agonist	PLK1 PBD block	Abeta yeast res	EPAC1 antagonist	FUS yeast rescue
CCOC(=O)c1c(NC(=O)C(C)N2CCN(C(=O)c3ccco3)CC2)sc2c1CCCC2 (stereo not drawn)	28	-9%	-0.4	2%	-7%	-33%[inhibitor]	-14%	nt
COC(=O)[C@@]12C[C@@H](CC(=O)NCC3CCCCC3)C(=O)N(Cc3cccc4ccccc34)C1=CCC(C)(C)C2	-7	8%	-0.7	-12%	1%	3%	9%	-9%
Cc1ccc(-c2cc(C(=O)N/N=C\c3cnn(C)c3C)c3ccccc3n2)cc1C	0	-15%	1.4	6%	-17%	1%	-6%	20%
Cc1cccc(NC(=O)c2ccc(S(=O)(=O)N3CCCCC3)cc2)n1	0	8%	-3.6	-25%	-8%	4%	-10%	4%
COc1ccccc1C(=O)OCc1ccc2sc(C)nc2c1	1	-5%	-3.8	5%	-19%	8%	-5%	-3%
CC(=O)Nc1ccc(SCC(=O)Nc2ccc3c(c2)OCCO3)cc1	1	-18%	0.0	3%	12µM*	-8%	-8%	3%
CC1OC2(C)OC(=N)C1(C#N)C(C#N)(C#N)C2c1ccccc1 (stereo not drawn)	-28	-20%	-0.2	11%	-15%	6%	0%	nt
CN(C)c1ccc([N+](=O)[O-])cc1C(=O)NCC(c1ccco1)N(C)C (stereo not drawn)	0	-1%	-0.2	9%	0%	2%	-8%	-12%
O=C(Cn1nc(-c2ccccc2F)ccc1=O)NCc1ccc2c(c1)OCO2	nt	-1%	-2.0	-6%	-7%	13%	5%	12%
O=C(Nc1ccc2c(c1)OCO2)C1CC(c2c(F)cccc2Cl)=NO1 (stereo not drawn)	nt	-9%	-0.5	12%	-10%	-6%	2%	-4%
COc1ccc(N=c2scc(-c3ccc(OC)cc3)n2CCO)cc1	4	-8%	-2.4	9%	-14%	4%	-7%	11%
Cc1cc(C)nc(NC(=O)c2ccc(OC(C)C)cc2)n1	2	4%[57.1 µM]	-1.4	0%	-9%	-12%	3%	8%
COc1ccc(N2CCN(C(=O)CCCn3c(=O)c4cccn4c4cccnc43)CC2)cc1	-4	4%	-5.1	9%	-15%	0%	2%	9%
Cc1ccc(S(=O)(=O)c2nc(NCCN(C)C)sc2Cl)cc1	20	8%	-4.0	-4%	1%	11%	17%	15%
O=C1/C(=C/c2cccnc2)SC(=S)N1CCc1ccccc1	5	0%	0.2	10%	1%	-2%	-12%	-18%
CC(C)(C)CN1CCNC(=O)C1CC(=O)N1CCOc2ccccc2C1 (stereo not drawn)	-1	-3%	0.8	0%	-2%	-9%	16%	12%
Cc1noc(C)c1S(=O)(=O)N(C)C[C@H]1Oc2ccc(NC(=O)Cc3ccccc3)cc2C(=O)N([C@H](C)CO)C[C@@H]1C	3	-7%	-0.3	-7%	-2%	2%	-24%	35%
Cc1ccc(Nc2nc(N3CCOCC3)nc(N3CCOCC3)n2)cc1C	4	-7%	-1.0	-4%	11%	?	-19%	-11%
CN(C)S(=O)(=O)Oc1ccsc1C(=O)Nc1ccccc1Cl	nt	-4%	-0.1	22%	-1%	21%	-8%	21%

Ordered by length of the SMILES (rising): some entries from above
SMILES	PI5P4Ka inh	WRN helicase inh	IL-2 act	EPAC1 agonist	PLK1 PBD block	Abeta yeast res	EPAC1 antagonist	FUS yeast rescue
COc1ccccc1C(=O)OCc1ccc2sc(C)nc2c1	1	-5%	-3.8	5%	-19%	8%	-5%	-3%
Cc1cc(C)nc(NC(=O)c2ccc(OC(C)C)cc2)n1	2	4%[57.1 µM]	-1.4	0%	-9%	-12%	3%	8%
CN(C)S(=O)(=O)Oc1ccsc1C(=O)Nc1ccccc1Cl	nt	-4%	-0.1	22%	-1%	21%	-8%	21%
CC1OC2(C)OC(=N)C1(C#N)C(C#N)(C#N)C2c1ccccc1 (stereo not drawn)	-28	-20%	-0.2	11%	-15%	6%	0%	nt
Cc1cccc(NC(=O)c2ccc(S(=O)(=O)N3CCCCC3)cc2)n1	0	8%	-3.6	-25%	-8%	4%	-10%	4%
O=C(Cn1nc(-c2ccccc2F)ccc1=O)NCc1ccc2c(c1)OCO2	nt	-1%	-2.0	-6%	-7%	13%	5%	12%
COC(=O)[C@@]12C[C@@H](CC(=O)NCC3CCCCC3)C(=O)N(Cc3cccc4ccccc34)C1=CCC(C)(C)C2	-7	8%	-0.7	-12%	1%	3%	9%	-9%
